Compound activity (PubChem)
GPR55 antagonists: GPR55 antagonists blocking LPI-driven arrestin recruitment, primary screen, imaging, U2OS, beta-arrestin-GFP, LPI agonist (AID 2013); U2OS GPR55 beta-arrestin-GFP translocation imaging, LPI antagonism; higher % means a stronger effect; one-dose inhibition, % at 10 µM; IC50 in µM for titrated hits; 0.13% of 290,000 active;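 active = spots per cell inhibited over 60%, with over 100 cells counted and total cytoplasm intensity under 500,000; inconclusive = wells with under 100 cells, flagged as likely toxic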;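 note: U2OS cells stably carrying GPR55 and arrestin-GFP stimulated by 5 µM LPI near EC80; imaged beta-arrestin-GFP aggregate spots per cell after agonist stimulation; plate controls were LPI-stimulated DMSO wells for no effect and DMSO wells without LPI for full effect; some results filed as inactive read as strong as hits; confirmed hits need IC50 under 10 µM and bright autofluorescent wells are also inconclusive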
UTI89 phage lysis: protection from phage-mediated lysis, alamar blue read-out – E. coli UTI89, K1F phage, bacterial capsule biogenesis inhibitors (AID 488966); E. coli UTI89 K1F phage lysis, alamar blue, 2 h; higher % means a stronger effect; one-dose inhibition, % at 100 µM; IC50 in µM for titrated hits; 0.02% of 340,000 active;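 active = phage lysis inhibition, versus mean bacterial control, above a set limit; inconclusive = no clear call, values can overlap the other calls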;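 note: capsule biogenesis inhibitors block K1F phage lysis so surviving cells raise fluorescence; higher fluorescence means more inhibition of phage lysis; actives were called in the ten point dose series up to 300 µM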
PhoP inhibition: PhoP-dependent GFP reporter repression – Salmonella Typhimurium, primary screen (AID 1863); 0.16% of 300,000 active; S. Typhimurium PhoP-regulated promoter GFP reporter, 4 h; higher % means a stronger effect; inhibition, % at 50 µM, or IC50 in µM where a hit was titrated;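 active = inhibition over 29.93%, a cutoff 3 SD above the screen mean, later confirmed by dose response; inconclusive = inhibition over 29.93% but no dose response follow-up; inactive = inhibition at most 29.93% or unconfirmed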;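 note: 0% = low Mg2+ inducing control and 100% = high Mg2+ repressing control; strong numbers were not always called active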
Large T inhibition: TAg ATPase/helicase activity blockers – biochemical (AID 1903); SV40 large T antigen ATPase/helicase inhibition assay; higher % means a stronger effect; 0.39% of 310,000 active; one-dose inhibition, % at 20 µM; IC50 in µM for titrated hits; in the data active = a potency from the dose series; inconclusive = inhibition mostly from about 32% at the one dose, without a potency; inactive = the rest, 99 in 100 with inhibition below about 32%; note: strong numbers were not always called active
RSV CPE inhibition: inhibition of RSV-induced cytopathic effect – HEp-2 cells, primary 10 µM value included (AID 2391). HEp-2 cells, RSV-induced CPE inhibition; higher % means a stronger effect. one-dose CPE inhibition, % at 10 µM; IC50 in µM for titrated hits. 0.13% of 310,000 active; in the data active = a potency from the dose series; inconclusive = CPE inhibition mostly from about 23% at the one dose, without a potency; inactive = the rest, 99 in 100 with CPE inhibition below about 21%; note: strong numbers were not always called active
Dengue-2 NS5 capping: flavivirus cap methylation enzyme inhibition – biochemical, confirmation dose response, primary screen (AID 588689). Dengue-2 NS5 methyltransferase capping enzyme assay, biochemical; higher % means a stronger effect. inhibition, % at 25 µM; hits with a dose series show IC50 in µM. 0.3% of 340,000 active; in the data active = a potency from the dose series; inconclusive = inhibition above about 29% without an active follow-up result
GPR35 arrestin U2OS: GPR35 antagonists blocking zaprinast-driven arrestin recruitment, primary screen, imaging, U2OS, beta-arrestin-GFP, zaprinast agonist (AID 2058) | U2OS GPR35 beta-arrestin-GFP translocation imaging, zaprinast antagonism; higher % means a stronger effect | inhibition, % at 10 µM, or IC50 in µM where a hit was titrated | 0.052% of 290,000 active;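 active = inhibition of at least 50% with at least 30 cells and total cytoplasm GFP at most 10,000,000; inconclusive = under 30 cells or total GFP of 10,000,000 plus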
HIV peptide binding: cell-free HIV fusion peptide-binding blockers – biochemical, uHTS, fluorescence dequenching, primary screen (AID 1986) | cell-free peptide binding, fluorescence dequenching, 30 min; higher % means a stronger effect | one-dose inhibition, % at 20 µM; IC50 in µM for titrated hits | 0.3% of 290,000 active; in the data active = inhibition mostly above about 52%, no sharp cut-off; inactive = mostly below about 76%; note: some results filed as inactive read as strong as hits
Rac1 GTP hydrolysis: MgcRacGAP GTPase-activating activity inhibitors, confirmation, biochemical, ADP Hunter fluorescence. MgcRacGAP-stimulated Rac1 GTP hydrolysis, ADP Hunter fluorescence; higher % means a stronger effect; GST-tagged Rac1 F28L mutant substrate. inhibition, % at 30 µM, or IC50 in µM where a hit was titrated. 0.6% of 340,000 active;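 active = first-screen hits whose inhibition reached a set limit at any dose in the follow-up dose series; inconclusive = inhibition above the set first-screen limit but never retested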;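 note: fluorescence reports GDP produced by GAP-driven GTP hydrolysis; strong numbers were not always called active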
Starred values were filed as active, the others as inactive; i = inactive; ? = inconclusive; nt = not tested or not shown; & = joins results of further samples; [ ] = another dose, or the depositor's remark.

SMILES	GPR55 antagonists	UTI89 phage lysis	PhoP inhibition	Large T inhibition	RSV CPE inhibition	Dengue-2 NS5 capping	GPR35 arrestin U2OS	HIV peptide binding	Rac1 GTP hydrolysis
COC(=O)Cc1cc(=O)oc2cc(OC)ccc12	-3.6%	0.4%	-2.3%	19.1%	1.1%	-3.2%	-9.6%	-0.4%	3.6%
O=C(O)CCCC(=O)N1CCc2cc(S(=O)(=O)NCc3ccc(F)cc3)ccc21	4.7%	0.2%	2.9%	10.4%	-0.4%	-1.6%	-6.5%	0.9%	0.4%
CCOC(=O)CNC(=O)Cc1ccc(OC)cc1	0.7%	0.8%	2.0%	10.8%	3.2%	10.2%	15.7%	-0.8%	13.3%
Cc1nc2nc[nH]c2cc1Br	5.5%	-0.1%	1.8%	15.5%	0.8%	-6.1%	19.3%	6.5%	15.5%
O=C(NCCC1=CCCCC1)C1CCC(CNS(=O)(=O)c2ccccc2)CC1 (centres undefined)	3.9%	1.6%[50 µM]	13.0%	-0.8%	-0.5%	-3.9%	19.3%	0.3%	8.1%
O=C(Nc1cccc(-c2nc3cccnc3s2)c1)c1ccco1	-10.3%	5.2%	-6.0%	11.5%	8.2%	1.4%	-10.6%	0.2%	7.3%
Cc1csc(NC(=O)C2=COCCO2)n1	nt	1.2%[50 µM]	-2.9%	5.4%	-1.1%	-14.7%	nt	nt	6.3%
Cn1c(NNC(=O)C2CCCCC2)cc(=O)n(C)c1=O	11.2%	0.5%	-2.1%	13.0%	1.2%	-6.7%	4.8%	1.6%	9.0%
COc1ccc(-c2c(C)n([O-])c3c([n+]2=O)CCC3)cc1OC	16.6%	0.3%	-1.1%	-2.6%	0.8%	-2.5%	-9.7%	-2.1%	4.6%
Cc1ccc2cc(C3CC(c4ccco4)=NN3S(=O)(=O)c3ccccc3)c(Cl)nc2c1 (centres undefined)	5.3%	0.5%	-3.7%	18.2%	16.9%	-6.4%	7.4%	10.4%	4.5%
COc1ccc(NC(=O)CNC(=O)Cc2ccccc2)cc1OC	7.6%	0.0%	4.5%	7.2%	1.0%	-11.7%	-7.1%	0.6%	6.8%
O=C(Nc1ccccc1)OCc1cncs1	-21.5%	0.2%	4.6%	8.2%	2.7%	-13.2%	2.8%	0.5%	5.9%
O=C(CC(c1ccco1)C1CCCCC1=O)c1ccco1 (centres undefined)	-11.1%	0.4%	2.7%	2.5%	1.9%	9.7%	-0.2%	0.6%	13.2%
CCOC(=O)CN(C(=O)CSc1nnc2c(n1)[nH]c1ccc(F)cc12)c1ccccc1	14.2%	0.0%	5.1%	5.8%	7.0%	-6.2%	7.5%	-2.2%	13.1%
O=C(Cn1nnc2ccccc2c1=O)NCc1ccc(Cl)cc1	-2.6%	0.2%	4.0%	4.1%	-0.6%	-17.1%	-10.4%	-1.3%	6.9%
CCCCNC(=S)N(C)/N=C/c1ccc(OCc2ccc(C(=O)OC)cc2)c(OC)c1	8.4%	1.4%[50 µM]	-8.1%	3.0%	2.9%	-0.6%	2.4%	-2.7%	14.5%
Cc1ccc(Cn2cccc(-c3nc4ccccc4s3)c2=O)cc1	-5.7%	0.2%	0.3%	-2.4%	13.3%	-4.5%	2.8%	7.1%	9.3%
CC(=O)c1cc(NC(=O)c2cccc(C(F)(F)F)c2)c(=O)oc1/C=C/N(C)C	-0.1%	0.5%	-8.2%	1.5%	2.6%	10.9%	13.4%	75.6%*	2.1%
CCc1cc2c(NC3CCCC3)ncnc2s1	-3.1%	0.1%	7.7%	6.3%	-0.3%	-11.9%	12.2%	0.2%	10.7%
CC1=NN(C(=O)Cc2ccc([N+](=O)[O-])cc2)C(O)(C(F)(F)C(F)(F)F)C1 (centres undefined)	1.5%	i	-8.5%	8.2%	1.6%	-4.6%	-1.1%	-0.5%	0.8%
Cc1ccc(S(=O)(=O)NC(=O)COc2ccccc2)cc1	-4.3%	0.4%	-8.7%	16.5%	1.0%	-7.7%	4.5%	-1.0%	2.7%
CC1=CC(C)=Nc2ccc(C)cc2N1	11.2%&0.7%	0.7%&0.0%	-10.0%&7.6%	3.7%&3.7%	0.4%&-0.1%	-2.7%&-7.5%	-19.5%&-1.9%	-0.4%&-1.3%	13.3%&8.9%
O=C(CNS(=O)(=O)c1ccccc1)Nc1ccccc1Br	12.3%	-0.2%	1.3%	6.6%	8.2%	3.9%	0.1%	2.0%	8.2%
N=c1sccn1CC(=O)N1N=C(c2ccc(Cl)cc2)CC1c1ccco1 (centres undefined)	-2.8%	0.1%	-2.9%	8.4%	0.3%	-10.9%	-9.0%	-1.8%	-4.8%
O=C(CSc1cccc2cccnc12)N/N=C/c1ccncc1	18.5%	0.2%	1.3%	13.8%	1.6%	-0.8%	-12.8%	0.0%	8.0%
Following part:
SMILES	GPR55 antagonists	UTI89 phage lysis	PhoP inhibition	Large T inhibition	RSV CPE inhibition	Dengue-2 NS5 capping	GPR35 arrestin U2OS	HIV peptide binding	Rac1 GTP hydrolysis
CC(C)CC1(C)NC(=O)NC1=O (centres undefined)	nt	-0.2%	-4.1%	6.2%	0.3%	2.7%	1.8%	0.5%	-3.8%
Cc1ccc(C(C)C)c(OCCCN2CC(C)OC(C)C2)c1 (centres undefined)	6.9%	0.4%	-0.8%	3.2%	-1.1%	4.8%	4.1%	-1.1%	?
CCOC(=O)c1nn(-c2ccc(C)c(C)c2)c(=O)c(C#N)c1C	-9.4%	-1.2%	-7.0%	12.4%	0.3%	1.5%	3.3%	-1.1%	13.2%
Cc1cc(=O)oc2c(CN3CCN(C)CC3)c(O)c(Cl)cc12	2.4%	-0.4%	0.2%	18.2%	0.7%	7.5%	7.3%	4.5%	2.6%
N#C/C(=C(\O)CCl)c1nnc2n1CCCCC2	-10.0%	-0.1%	5.6%	6.5%	-1.1%	-1.6%	-3.3%	-1.9%	9.2%
Cc1ccc(C)c(OCC(O)CN2CCN(CCN3C(=O)c4cccc5cccc(c45)C3=O)CC2)c1 (centres undefined)	11.0%	4.7%	16.4%	7.1%	66.9%	-1.8%	-4.3%	-0.5%	5.0%
Cc1nc2ccc(NC(=O)C3COc4ccccc4O3)cc2s1 (centres undefined)	3.4%	0.4%	8.8%	21.2%	0.4%	-6.2%	4.1%	-1.7%	12.5%
CCN(CC)S(=O)(=O)c1ccc(NC(=O)CCN2C(=O)C3CC=CCC3C2=O)cc1 (centres undefined)	nt	0.3%[50 µM]	nt	nt	1.0%	4.4%	nt	nt	-1.7%
CCOC(=O)c1cc(-c2ccc(F)cc2)n(CC(=O)NCc2cccnc2)c1C	4.9%	0.2%	5.9%	0.4%	0.6%	-6.2%	-8.9%	0.3%	11.7%
CCC(CC)COC(=O)C1=C(C)NC(=O)NC1c1ccc2c(c1)OCO2 (centres undefined)	-0.3%	0.2%	0.5%	6.5%	7.6%	-4.1%	-6.3%	-1.5%	9.1%
CCOC(=O)N1CCC(NC(=O)C2CCCCN2S(=O)(=O)c2ccc(F)cc2)CC1 (centres undefined)	-4.6%	-0.3%	-9.7%	1.5%	-0.8%	-4.2%	4.3%	-1.1%	-1.2%
COc1cccc(N2CCN(c3nc(-c4ccccc4C)cc(=O)[nH]3)CC2)c1	2.3%	0.4%	7.1%	25.8%	0.2%	-4.0%	-11.6%	0.1%	3.5%
NS(=O)(=O)c1ccc(CCNC(=O)c2ccc(=O)[nH]c2)cc1	-1.0%	0.4%	0.9%	10.0%	-0.1%	-0.9%	0.1%	-1.4%	2.8%
OCCn1c(SCCOc2ccccc2)nc2ccccc21	-10.2%	1.9%	-9.1%	10.1%	3.1%	-1.4%	-6.6%	-0.7%	3.9%
CN(C1(C)CCS(=O)(=O)C1)S(=O)(=O)c1ccc(F)cc1 (centres undefined)	4.1%	1.3%[50 µM]	4.3%	15.9%	-0.5%	3.2%	9.3%	-1.8%	5.8%
c1ccc2c3n(nc2c1)CCCCO3	nt	0.6%	nt	nt	0.8%	-10.2%	nt	nt	-5.9%
O=S(=O)(NCCc1ccccc1)c1ccc(Br)cc1	-6.4%	0.7%	-1.6%	2.4%	1.7%	-4.7%	0.1%	-2.6%	-0.9%
CC(=O)N1CCC(C(=O)Nc2ccc3c(c2)CCC3)CC1	10.0%	0.2%	7.9%	13.2%	1.5%	-1.9%	-5.2%	-0.1%	9.2%
Nc1nc(-c2cccc(F)c2)cs1	6.0%	1.0%	9.1%	13.8%	1.8%	-3.1%	-0.3%	-0.4%	25.5%
CCc1nn(CCCC(=O)Nc2ccc(C)c(C)c2)c(=O)c2cc3occc3n12	23.4%	0.1%	-12.9%	13.2%	13.1%	0.0%	-12.9%	-1.3%	8.9%
COc1ccc(S(=O)Cc2ccc(C(=O)N3CCN(c4cccc(C)c4C)CC3)o2)cc1 (centres undefined)	-17.9%	-0.3%	-5.9%	4.7%	-0.5%	-1.8%	1.8%	0.8%	4.3%
Cc1ccc(NC(=S)c2ccc3ccccc3n2)c(C)c1	3.5%	0.2%	6.3%	3.7%	1.3%	-2.7%	-1.7%	1.9%	8.3%
COc1cc(OC)cc(C(=O)NCc2ccc(-n3cccc3)cc2)c1	5.1%	-0.1%	5.5%	11.5%	4.2%	6.0%	-4.2%	-0.6%	-0.7%
Cc1ccc(S(=O)(=O)c2c(COC(=O)c3ccccc3Cl)c(-c3ccccc3)nn2C)cc1	4.1%	0.5%	1.4%	5.0%	4.9%	4.5%	12.7%	-0.1%	4.7%
O=C(COc1ccc(S(=O)(=O)N2CCOCC2)cc1)Nc1ccccc1F	nt	3.6%[50 µM]	2.7%	8.4%	-1.3%	-5.0%	nt	nt	-1.4%
COc1ccc(C)cc1NC(=O)CN1CCN(S(=O)(=O)c2ccc3ccccc3c2)CC1	nt	0.2%[50 µM]	nt	nt	6.8%	-4.4%	nt	nt	7.9%
O=C(O)c1cccc(NC(=S)NC(=O)c2ccc3ccccc3c2)c1	4.1%	0.0%	-1.0%	10.9%	14.0%	0.7%	-11.2%	7.7%	-2.8%
COc1ccccc1CNc1ccc(C(=O)O)cc1	10.2%	-1.6%	-1.5%	-1.7%	1.3%	0.0%	22.0%	2.0%	10.7%
CCOC(=O)/C(C#N)=C1/CCCCCN1C	-7.3%	1.4%	-1.1%	-1.5%	0.6%	-2.8%	0.3%	25.1%	8.8%

Outcome played no part in choosing rows; about 1.5% have a hit in one of these screens.
